From PubChem
HGIII-sPLA2 inh = human group III sPLA2 inhibitors, primary screen, biochemical, QFRET, BODIPY PC-A2 liposome substrate; Group 3 secretory phospholipase A2 (Homo sapiens), Q9NZ20; QFRET BODIPY PC-A2 liposome hydrolysis, fluorescence; inhibition, % at 12.2 µM; 370,000 compounds, 0.56% hits; AID 743126, 2013;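 active = inhibition above mean plus 3 SD of compounds lying within the high and low control bounds, cut at about 19% in these data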;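 note: 0% = median of test compound wells and 100% = no enzyme DMSO wells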
ssDAF-12 act = S. stercoralis DAF-12 nuclear receptor activators, primary screen, cell-based, luminescence, HEK293, GRIP1 co-expression, lit1-tk-luc | Nuclear hormone receptor DAF-12 (Strongyloides stercoralis) | HEK293 ssDAF-12/GRIP1 lit1-tk-luc reporter; % of 3 µM dafachronic acid response | activation, % at 6.8 µM | 370,000 compounds, 1% hits;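 active = activation above the mean over all tested compounds plus 3 SD, cut at about 0.9% in these data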;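 note: 0% = DMSO-only wells and 100% = 3 µM delta7-dafachronic acid wells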
DAX1 inh-1 = DAX1 (NR0B1) inhibitors, primary screen, cell-based, HEK293, Gal4-DAX1, luciferase luminescence | AID 504766, 2011 | 340,000 compounds, 0.99% hits | Nuclear receptor subfamily 0 group B member 1 (Homo sapiens), P51843 | inhibition, % at 6.75 µM | HEK293 Gal4-DAX1 luciferase reporter;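 active = inhibition above the mean over all tested compounds plus 3 SD, cut at about 4.2% in these data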;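 note: 0% = DAX1-transfected cells with DMSO and 100% = empty-vector control cells with DMSO; inhibition shows as a rise in luminescence from relieved DAX1 repression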
Target sequence (P51843 207-470 limits assumed): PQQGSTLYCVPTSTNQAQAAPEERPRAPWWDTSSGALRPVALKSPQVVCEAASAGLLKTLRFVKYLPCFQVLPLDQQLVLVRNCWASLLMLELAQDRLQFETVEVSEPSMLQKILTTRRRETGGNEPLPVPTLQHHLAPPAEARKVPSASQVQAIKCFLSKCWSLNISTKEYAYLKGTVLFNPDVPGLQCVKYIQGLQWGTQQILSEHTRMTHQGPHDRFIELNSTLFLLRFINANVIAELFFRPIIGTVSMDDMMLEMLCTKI
hcDAF12 agonist = H. contortus DAF-12 nuclear receptor activators, primary screen, cell-based, luminescence, HEK293, lit1-tk-luc reporter; HEK293 hcDAF-12 lit1-tk-luc reporter; 0% DMSO, 100% Δ7-dafachronic acid; activation, % at 6.8 µM; 370,000 compounds, 1.4% hits;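 active = activation above the mean of all tested compounds plus 3 SD, cut at about 5.5% in these data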;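 note: 100% = response to 3 µM Δ7-dafachronic acid high control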
ADAM10 inh = human ADAM10 inhibitors, primary screen, biochemical, QFRET, HTS | 370,000 compounds, 0.62% hits | recombinant ADAM10, EDANS/DABCYL FRET peptide cleavage, 3 h | AID 720582, 2013 | inhibition, % at 7 µM | Disintegrin and metalloproteinase domain-containing protein 10 (Homo sapiens), O14672;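 active = inhibition above a per-campaign cutoff equal to the mean of compounds falling between control-based bounds plus 3 SD, cut at about 20% in these data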;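 note: 0% = DMSO wells while the 100% control is not disclosed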
GAA850 FXN act = FXN promoter activators, primary screen, cell-based, luciferase luminescence, HEK293 lucGAA850; HEK293 lucGAA850 FXN promoter luciferase reporter, 24 h; percent of 10 µM SAHA response; activation, % at 6 µM; 360,000 compounds, 0.56% hits; AID 540364, 2011;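 active = activation above the average of all compounds screened plus 3 SD, cutoff fixed separately per campaign, cut at about 7.5% in these data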;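 note: 0% = DMSO wells and 100% = 10 µM SAHA wells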
PLCg1 inh = PLC-gamma1 enzyme inhibitors, primary screen, biochemical, fluorescence, purified enzyme; 1-phosphatidylinositol 4,5-bisphosphate phosphodiesterase gamma-1 (Homo sapiens), P19174; fluorogenic substrate; inhibition, % at 12.2 µM; 370,000 compounds, 0.84% hits; in the data active = inhibition above about 9.5%
DAX1 inh-2 = DAX1 (NR0B1) inhibitors on StAR promoter, primary screen, cell-based, luminescence, SF-1 (NR5A1), full-length DAX-1; HEK293T StAR-luciferase reporter, SF-1/DAX-1 repression relief; 370,000 compounds, 1.1% hits; AID 652010, 2013; inhibition, % at 6.8 µM;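 active = inhibition above the mean over all tested compounds plus 3 SD, cut at about 3.6% in these data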;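 note: 0% = DAX-1 cells with DMSO and 100% = cells lacking DAX-1 with DMSO; higher inhibition means more luminescence from relief of DAX-1 repression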
ADAM17 inh = ADAM17 inhibitors, primary screen, biochemical, QFRET; Disintegrin and metalloproteinase domain-containing protein 17 (Homo sapiens), P78536; recombinant ADAM17, EDANS/DABCYL FRET peptide cleavage; inhibition, % at 6.95 µM; 370,000 compounds, 0.83% hits;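 active = inhibition above the mean of compounds lying between control limits plus 3 SD, set per campaign, cut at about 8.5% in these data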;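 note: 0% = DMSO-only wells as the low control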
Target sequence (P78536 215-824 limits assumed): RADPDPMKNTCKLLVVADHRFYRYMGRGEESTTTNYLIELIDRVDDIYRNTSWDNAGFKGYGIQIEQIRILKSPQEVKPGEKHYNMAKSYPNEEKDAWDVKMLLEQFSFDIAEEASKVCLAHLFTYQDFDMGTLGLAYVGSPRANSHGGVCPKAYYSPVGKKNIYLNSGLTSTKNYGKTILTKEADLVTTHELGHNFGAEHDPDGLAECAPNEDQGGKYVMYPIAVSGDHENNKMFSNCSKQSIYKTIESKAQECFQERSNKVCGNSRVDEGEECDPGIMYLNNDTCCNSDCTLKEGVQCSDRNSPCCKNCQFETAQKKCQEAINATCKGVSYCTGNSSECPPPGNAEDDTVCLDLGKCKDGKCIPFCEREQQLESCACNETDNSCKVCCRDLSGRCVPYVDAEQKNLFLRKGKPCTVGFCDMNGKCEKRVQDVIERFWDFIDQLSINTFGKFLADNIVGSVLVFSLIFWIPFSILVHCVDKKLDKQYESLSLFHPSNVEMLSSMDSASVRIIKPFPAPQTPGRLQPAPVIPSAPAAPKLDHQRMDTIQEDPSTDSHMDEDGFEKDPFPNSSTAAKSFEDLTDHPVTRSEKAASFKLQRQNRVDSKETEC
hgDAF-12 ag = H. glycines DAF-12 receptor agonists, primary screen, cell-based, luminescence, HEK293, GAL4 fusion, UAS-luciferase | 370,000 compounds, 1.8% hits | Nuclear hormone receptor DAF-12 (Heterodera glycines), GAL4 fusion | activation, % at 6.8 µM | HEK293 GAL4-hgDAF12 UAS-luciferase reporter, agonist luminescence; normalized to butyrate control;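 active = activation above a cutoff set at the mean of all screened compounds plus 3 SD, cut at about 10% in these data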;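 note: 0% = DMSO wells and 100% = sodium butyrate wells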
PLC-beta3 inh = human PLC-beta3 inhibitors, primary screen, biochemical, fluorescence. 1-phosphatidylinositol 4,5-bisphosphate phosphodiesterase beta-3 (Homo sapiens), Q01970. Purified PLC-beta3, fluorogenic substrate. inhibition, % at 12.2 µM. 370,000 compounds, 0.18% hits. AID 720704, 2013; in the data active = inhibition above about 11%;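 note: 0% = median of compound wells on plate and 100% = full blocker control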
* hit, by the source's call; . = not tested or not shown; & = joins results of further samples.

SMILES	HGIII-sPLA2 inh	ssDAF-12 act	DAX1 inh-1	hcDAF12 agonist	ADAM10 inh	GAA850 FXN act	PLCg1 inh	DAX1 inh-2	ADAM17 inh	hgDAF-12 ag	PLC-beta3 inh
COC(=O)[C@]1(CC(C)C)NC=C(C(=O)c2ccccc2)[C@@H]1c1cccc(C(F)(F)F)c1	-39.5	-1.2	.	0.8	4.7	.	-4.4	0.1	0.8	2.9	-5.2
CCn1c(COc2ccccc2)nnc1SCC(=O)Nc1ccc2c(c1)OCCO2	4.0	-1.6	-0.2	-1.4	-20.7	-0.5	0.9	-0.2	3.5	0.3	5.5
Cc1nn(C)c(C)c1CN(C)C(=O)c1nn2c(c1Br)NC(c1cccs1)CC2C(F)(F)F (stereo not given)	4.6	-1.8	-1.5	-5.0	2.4	2.4	-2.3	-0.8	3.0	-3.8	-1.0
Cc1cccc(N=Cc2cc3c(cc2[N+](=O)[O-])OCO3)c1	1.8	-1.1	0.0	-1.1	-3.4	2.3	0.8	0.3	-1.7	-0.6	-6.2
Cc1ccc(C2CCC3(CCC(=O)N3CCO)CC2)cc1 (stereo not given)	4.3&-0.3	-0.6&-1.6	.	-2.4&-1.5	0.7&2.2	.	-1.9&0.6	0.1&-0.3	-2.0&0.9	-2.7&-0.8	1.6&1.9
CC(C)Nc1nc(NCCOc2ccccc2Cl)c2sccc2n1	-24.2	-0.9	.	-1.6	-3.3	-0.1	4.8	-2.0	0.0	-2.9	0.5
O=C(/C=C/c1ccccc1)N1CCN(C(=O)c2ccco2)CC1	6.0	-0.9	0.6	-0.8	2.1	1.1	1.8	0.0	-4.8	-1.9	0.1
COc1cc(CCN2C(=O)c3cccc4cccc(c34)C2=O)c(S(=O)(=O)NCCCO)cc1OC	-11.8	-1.3	-2.3	-2.6	-10.4	-5.3	2.5	-1.9	0.0	-4.5	2.4
Cn1c(=O)[nH]c(=O)c2c1nc(N(CCO)Cc1ccccc1)n2CCCc1ccccc1	5.0	-1.2	-0.4	-3.1	-5.7	-1.3	-0.7	0.9	-2.9	3.2	-2.2
COc1cc(CN2CCCC(N3CCN(c4ccccc4C)CC3)C2)cc(Cl)c1O (stereo not given)	-3.6	-0.6	0.2	0.7	8.0	-0.7	4.3	0.3	2.6	0.4	-0.1
C[C@H](CO)N1C[C@H](C)[C@@H](CN(C)S(=O)(=O)c2ccccc2)Oc2c(NC(=O)Nc3ccc(C(F)(F)F)cc3)cccc2C1=O	-19.5	-0.9	-1.4	-2.4	18.5	-5.4	3.0	0.1	8.2	-1.9	4.3
CC(C)(C)S(=O)(=O)/C(C#N)=C/c1cccn1S(=O)(=O)c1ccccc1	-1.2	-1.3	.	-2.0	5.4	-1.3	15.8*	-1.2	9.4*	-1.4	3.0
CCc1ccccc1N(CC(=O)NCc1ccco1)C(=O)CCC(=O)Nc1nccs1	-3.0	-1.6	-0.9	-0.3	88.0*	0.2	0.9	-0.4	-7.2	0.1	-5.2
CCSc1ccc([C@@H]2[C@H]3C(=O)N(CC)C(=O)[C@H]3[C@]3(C(=O)OC)CCCCN23)cc1	-2.7	-1.6	0.7	-1.8	2.9	0.6	-4.1	0.2	-1.2	-1.0	-8.8
NC(=O)c1ccsc1NC(=O)COC(=O)c1c(F)cccc1Cl	3.4	-0.5	0.6	-0.3	7.8	1.9	5.7	-0.6	-4.6	7.1	-5.6
O=Cc1ccc(OCC(=O)N2CCc3ccccc32)c(Br)c1	0.8	-0.3	0.3	2.2	1.1	2.3	0.1	2.1	3.3	6.8	-3.0
O=C(Nc1ccc2c(c1)OCCO2)c1cccs1	-0.5	0.6	-0.3	8.3*	3.3	5.2	3.4	4.7*	1.6	18.9*	3.6
O=C(NNC(=O)[C@@H]1CCCC[C@@H]1C(=O)O)c1cccs1	0.4	-0.9	-0.3	0.8	8.7	0.8	1.0	0.4	-2.0	3.4	2.4
COc1ccc(/C=N\Nc2ccccn2)c(OC)c1	2.3	0.6	2.0	4.6	-5.5	6.2	-6.5	1.8	-3.7	10.8*	-5.7
COCC(=O)n1nc(-c2ccccc2)nc1NCc1ccc(N(C)C)cc1	5.7	0.4	0.7	3.7	7.2	3.5	0.9	1.8	0.6	4.6	-6.0
CCCCOC(=O)Nc1cccc(Cl)c1C	-1.5	0.0	0.9	-0.4	7.5	2.7	1.4	0.4	-2.4	4.3	0.4
Cc1ccc(NC(=O)Cn2c(=O)cnc3ccccc32)cc1S(=O)(=O)N(C)C	6.9	-1.6	-1.3	-0.3	-56.2	0.7	-15.5	-0.2	-20.1	-5.8	-14.3
N#C/C(=C1/CCCCCN1)c1nc2ccccc2s1	-8.0	-1.5	0.5	1.1	7.7	-0.3	-2.2	-2.0	0.8	1.0	-2.0
O=C(NCCC1CCCCN1S(=O)(=O)c1ccc(Cl)cc1)C(=O)NCc1ccco1 (stereo not given)	-4.4	-1.6	-0.8	-2.3	3.2	-0.2	0.2	-0.9	-2.8	-0.3	-5.8
Cc1ccc(S(=O)(=O)N(C)C)cc1NC(=O)C1CCCC1	-2.5	-0.4	1.6	-0.1	-4.3	-1.1	-11.7	0.3	-1.4	-0.3	-7.1
Cn1c(SCC(=O)C(C)(C)C)nnc1-c1cccnc1	1.8	-1.3	1.3	0.5	-7.6	-0.1	-2.2	0.7	-0.2	-0.1	-0.3
C=C(C)CNC(=S)N/N=C/c1c(F)cccc1F	4.8	-1.6	-1.3	-0.7	5.7	1.8	1.8	-0.6	0.4	1.8	-3.1
CCOC(=O)c1[nH]ncc1CN1CCN(Cc2ccc(C)cc2)C(CCO)C1 (stereo not given)	1.9	-0.7	-0.1	-0.5	0.8	1.3	-0.9	0.0	-5.3	4.4	0.1
CCOC(=O)C1CCCN(S(=O)(=O)Cc2ccc(Cl)cc2)C1 (stereo not given)	2.8	-1.5	0.7	-1.4	4.5	-0.7	1.4	-0.2	2.0	-1.9	-3.7
CCCCOc1ccc(C(=O)N(CC)CC(=O)NCc2cccs2)cc1	-3.9	-1.1	-0.1	-0.2	-16.6	2.3	1.0	-3.2	-2.5	0.8	-5.8
CCONc1ncnc2nonc12	10.1	-1.9	0.3	1.4	-2.8	1.4	0.1	-0.1	-2.7	-1.7	0.4
NC(=O)CC1C(=O)N(c2ccc(F)cc2)C(=O)N1NC(=O)CCc1ccccc1 (stereo not given)	0.5	-1.6	0.8	-2.6	-0.9	0.7	-0.5	0.8	-2.6	-2.3	-7.0
O=C(Cc1ccsc1)N1CCN(S(=O)(=O)c2cc(C(F)(F)F)cc(C(F)(F)F)c2)CC1	3.3	-1.4	0.2	1.9	-7.7	1.6	1.9	1.7	-3.5	1.4	-0.6
COc1ccc(CN2C[C@@]3(O)CC[C@@H](O)[C@@H](OC)[C@@H]3[C@@]2(C)[C@H](O)CC=C(C)C)cc1	3.5	-1.1	.	-0.3	-0.7	.	4.0	0.4	-1.6	-0.8	3.0
COc1cccc(NC(=O)C2CCN(S(=O)(=O)c3ccc4c(c3)C(C)(C)C(=O)N4C)CC2)c1	-0.3	-0.4	1.0	0.2	-5.6	0.2	1.9	-0.5	-2.4	2.3	-2.1
O=C(CN1CCC(Cc2ccccc2)CC1)NC(=O)NCc1ccccc1	-3.9	-1.8	0.2	-0.4	2.6	-2.3	1.3	-0.1	0.7	-2.7	3.7
COc1ccccc1N1CCN(C(=O)c2cc3c(-c4ccc(Cl)cc4)nn(C)c3s2)CC1	-0.8	-0.2	2.8	4.6	-6.8	2.7	-1.8	-0.3	-1.7	1.6	-4.3
CC12CCC3c4ccc(OCCCO)c([N+](=O)[O-])c4CCC3C1CCC2=O (stereo not given)	-3.7	-1.1	.	-1.5	-0.3	.	0.3	-0.8	-1.7	0.8	-2.5
COC(=O)CN1C(=O)N/C(=C/c2ccc(OC)c(C)c2OC)C1=O	-17.7	-1.6	-1.3	-2.1	-4.7	1.8	-0.1	0.0	-2.3	-0.2	-7.6
Cc1cc(NS(=O)(=O)c2ccc(NC(=O)c3ccc([N+](=O)[O-])s3)cc2)nc(C)n1	-18.3	-1.0	-0.1	-0.4	-5.9	0.8	-2.1	0.8	2.5	6.6	-9.7
CCN(CC)CCNC(=O)c1ccc(NC(=O)C2CC(=O)N(CCc3ccc(OC)c(OC)c3)C2)cc1 (stereo not given)	12.9	-1.1	-0.5	-0.7	-13.0	-1.4	0.4	-0.9	-3.4	0.9	-6.1
CC(C)CNC(=O)c1cccc(NC(=O)c2ccccc2-c2ccccc2C(=O)O)c1	3.7	-0.5	-1.2	-2.8	12.0	1.9	-1.0	0.2	0.2	0.5	-4.2
Clc1cccc(Cl)c1CSc1nnc2ccccn12	19.2*	-1.2	-0.9	-2.0	-9.0	2.9	-4.9	0.4	-2.3	1.1	-7.7
CC1CCN(c2ccccc2NC(=S)NC(=O)c2ccco2)CC1	3.4	-1.2	0.8	0.8	-1.8	2.6	-0.2	0.1	-9.3	1.2	-1.5
COc1cccc(CN(CC(=O)NC2CCCC2)C(=O)c2csnn2)c1	9.1	-1.0	0.6	1.4	3.2	-1.1	-12.3	-0.2	-6.3	-0.8	-4.1
CCOc1ccc(S(=O)(=O)Nc2ccc3c(c2)c2c(n3S(=O)(=O)c3ccc(OCC)cc3)CCCC2=O)cc1	-0.1	-1.6	.	-1.1	-3.3	.	-1.1	0.1	-4.4	4.5	2.9
C=CCOC(=O)C1=C[C@@H](c2ccccc2)C[C@@H](OCc2ccc(CO)cc2)O1	2.9	-1.3	0.3	0.0	-3.7	-0.3	-1.1	-0.3	-0.1	2.3	-0.4
Cc1cnc(NC(=O)CSc2nnc(COc3c(C)cccc3C)o2)s1	-8.0	-1.3	2.2	0.5	-11.5	-3.0	-1.2	-0.9	-2.1	-3.8	-4.2
Cc1cc(C)c(S(=O)(=O)c2ccccc2C)c(SCC(C)C)n1	-15.4	-1.7	-0.8	-1.1	-1.2	1.3	0.0	-1.0	0.4	-0.1	-4.0

Compounds as they come, and some 6.9% of all compounds hit somewhere here.
